TAG inh: triacylglycerol accumulation inhibition. H9c2 cells, Nile Red lipid (TAG) fluorescence; cells loaded with 200 µM oleic acid. inhibition, % at 12.5 µM. hit rate 0.66% among 230,000. AID 651582;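 active = pattern-corrected inhibition of lipid staining of at least 50% with the nuclear-stain viability signal not falling by more than 50%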;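 note: 0% = DMSO wells and 100% = triacsin C control wells; some results filed as inactive read as strong as hits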
TAG inh DAPI viability: second read-out of TAG inh, no call of its own (marks repeat the call); DAPI nuclei signal change (viability), lower = more cytotoxic, %;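 whole-well DAPI fluorescence read on a plate reader as a viability signal; minus 50 percent equals half of cells still viable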
Active calls of the source: *.

`Cc1ccc(S(=O)(=O)Nc2cc(Cl)ccc2-n2cncn2)cc1` gave TAG inh -8 and TAG inh DAPI viability -2.
For NNC(=O)c1csc(-c2ccccc2)n1 the results were TAG inh 1 and TAG inh DAPI viability 11.
For CCOC(=O)c1ccc(NC(=O)NC2CC3CCC(C2)N3Cc2nnnn2C(C)(C)C)cc1 (stereo unspecified) the results were TAG inh 19 and TAG inh DAPI viability -17.
Screening Cn1c(=O)c([N+](=O)[O-])c(NCC2CCCO2)c2ccccc21 (stereo unspecified) returned TAG inh -6 and TAG inh DAPI viability -4.
`Cc1ccc(/C([O-])=C(/C(=S)NCc2ccc3c(c2)OCO3)[n+]2ccc(N(C)C)cc2)c(C)c1` gave TAG inh -9 and TAG inh DAPI viability 0.
`COc1ccc(-c2noc(COC(=O)c3ccco3)n2)cc1OC` gave TAG inh -13 and TAG inh DAPI viability 0.
CCOc1cc(N2CCOCC2)c(OCC)cc1NC(=O)COC(=O)/C=C/c1ccc(OC(F)F)cc1 was read as TAG inh 5 and TAG inh DAPI viability -4.
Screening COCC(=O)Nc1nc2ccc(C)cc2s1 returned TAG inh 6 and TAG inh DAPI viability 4.
[O-][n+]1cccc2ncc3cscc3c21 was read as TAG inh -4 and TAG inh DAPI viability -2.
Screening O=C(COC(=O)/C=C/c1ccccc1[N+](=O)[O-])Nc1ccc2[nH]c(=O)[nH]c2c1 returned TAG inh -7 and TAG inh DAPI viability 0.
`CCCCN(C(=O)CNC(=O)c1cccs1)C(C(=O)NC1CCCC1)c1ccncc1` (stereo unspecified) gave TAG inh 7 and TAG inh DAPI viability -5.
O=C(NCCCCc1ccccc1)c1cccc([N+](=O)[O-])c1 was read as TAG inh -11 and TAG inh DAPI viability 12.
For COCCNc1nc2cc(-c3ccc(C)cc3)sc2c(=O)n1C the results were TAG inh 8 and TAG inh DAPI viability 12.
`CC1CCCCC1NC(=O)C1Cc2ccccc2CN1S(C)(=O)=O` (stereo unspecified) gave TAG inh 6 and TAG inh DAPI viability 11.
Screening Cc1ccc(OCC(=O)Nc2nnc(C3CCCO3)s2)c(Br)c1 (stereo unspecified) returned TAG inh -15 and TAG inh DAPI viability -4.
Screening N#CC1=C2SCN(c3ccccc3)CN2C(=O)CC1c1c(Cl)cccc1Cl (stereo unspecified) returned TAG inh -2 and TAG inh DAPI viability -1.
For N#Cc1ccc(-c2ccc3nccn3c2)cc1 the results were TAG inh -21 and TAG inh DAPI viability 18.
For Cc1cccc(-n2nnnc2SCC(=O)Nc2cccc(S(N)(=O)=O)c2)c1 the results were TAG inh 1 and TAG inh DAPI viability 6.
For CCCC(c1nnnn1CCOC)N1CCN(c2cccc(OC)c2)CC1 (stereo unspecified) the results were TAG inh 8 and TAG inh DAPI viability -14.
`CC1(C)CC(=O)C2=C(C1)N(c1ccccc1)C(=O)CC2c1ccsc1` (stereo unspecified) gave TAG inh -12 and TAG inh DAPI viability 9.
For Cn1c(=O)c2ncn(CC(=O)NCCC3=CCCCC3)c2n(C)c1=O the results were TAG inh 19 and TAG inh DAPI viability -11.
COC(=O)c1cn(NC(=O)Cc2c(F)cccc2Cl)c(=O)c2ccccc12 was read as TAG inh -2 and TAG inh DAPI viability -1.
Screening CCN1CCN(C(=O)CCc2nnc(CCc3ccc(OC)cc3)o2)[C@@H](C)C1=O returned TAG inh -7 and TAG inh DAPI viability 1.
Screening Cc1cc(Cl)ccc1NC(=O)COC(=O)c1c(C)noc1C returned TAG inh 6 and TAG inh DAPI viability -1.
For CN1CCN(S(=O)(=O)c2cccc(C(=O)N3CCN(c4ccccc4)CC3)c2)CC1 the results were TAG inh 8 and TAG inh DAPI viability 9.
Screening O=C(NCc1ccccc1Cl)c1cnccn1 returned TAG inh 3 and TAG inh DAPI viability 0.
Screening Cc1ccc(S(=O)(=O)N2CCN(C(=O)Cn3cnc4c3c(=O)n(C)c(=O)n4C)CC2)cc1C returned TAG inh -23 and TAG inh DAPI viability 2.
O=C(CSCc1cccc(CSCC(=O)Nc2ccccc2)n1)Nc1ccccc1 was read as TAG inh -33 and TAG inh DAPI viability 1.
Screening COc1cccc(C(=O)Nc2ccc(N3CCCC3)cc2)c1 returned TAG inh 6 and TAG inh DAPI viability -13.
Screening O=C(O)Cc1ccc2ocnc2c1 returned TAG inh -14 and TAG inh DAPI viability 7.
Screening NNC(=O)c1cccc(COc2ccc3c(c2)CCC3)c1 returned TAG inh 11 and TAG inh DAPI viability 25.
Cn1c(C(=O)NCC2CCCO2)cc2c(=O)n3ccccc3nc21 (stereo unspecified) was read as TAG inh -21 and TAG inh DAPI viability 38.
For O=C(O)CC/C(=C\c1cccc(NC(=O)c2ccccc2Cl)c1)c1nc2ccccc2s1 the results were TAG inh 11 and TAG inh DAPI viability -17.
Screening Cc1ccc(CSCC(=O)NCc2ccco2)cc1 returned TAG inh -11 and TAG inh DAPI viability 8.
`Cc1ccc(C(=O)NC2CC(=O)N(c3ccc4c(c3)OCCO4)C2)cc1[N+](=O)[O-]` (stereo unspecified) gave TAG inh 22 and TAG inh DAPI viability -7.
Screening CN(C(=O)COC(=O)C1=COCCO1)c1c(N)n(Cc2ccccc2)c(=O)[nH]c1=O returned TAG inh -3 and TAG inh DAPI viability 9.
O[C@H]1C[C@H](c2ccc(Cl)cc2)N(Cc2cccs2)C[C@@H]1n1cc(C2CC2)nn1 was read as TAG inh 5 and TAG inh DAPI viability 5.
For COC(=O)c1cc(OC)c(OC)cc1NC(=O)Nc1cccc(C(C)=O)c1 the results were TAG inh -1 and TAG inh DAPI viability -7.
`COc1cc2c(cc1OC)-c1cc(N3CCc4ccccc43)nc(=O)n1CC2` gave TAG inh 3 and TAG inh DAPI viability -3.
O=S(=O)(N/N=C/c1ccc(Cl)cc1)c1ccc(Cc2ncc(C(F)(F)F)cc2Cl)s1 was read as TAG inh 2 and TAG inh DAPI viability -8.
CC(=O)OC1C(N2CCCCC2)c2c(ccc(/C=C/C(=O)N3CCCCC3)c2O)OC1(C)C (stereo unspecified) was read as TAG inh -9 and TAG inh DAPI viability 19.
Screening CCOc1ccc(/C=C/C(O)=C2/C(=O)NC3(C)CC2c2ccccc2O3)cc1OC (stereo unspecified) returned TAG inh 27 and TAG inh DAPI viability 23.
`CN(C(=O)CSc1nnc(-c2ccccc2)o1)c1c(N)n(Cc2ccccc2)c(=O)[nH]c1=O` gave TAG inh 16 and TAG inh DAPI viability -2.
C=CCN1c2ccccc2C(=O)CS1(=O)=O was read as TAG inh 9 and TAG inh DAPI viability -2.
`CCCC(=O)NC(=S)Nc1ccc(NC(=O)c2cccs2)cc1` gave TAG inh 6 and TAG inh DAPI viability -4.
For O=C(OCc1cncs1)c1cccs1 the results were TAG inh -3 and TAG inh DAPI viability -8.
Screening CCO[C@H]1OC(C(=O)N2CCN(Cc3ccc4c(c3)OCO4)CC2)=C[C@@H](c2csc3ccccc23)[C@@H]1CCCO returned TAG inh -10 and TAG inh DAPI viability 0.
`CC(C)N1C(=S)N(Cc2ccco2)C(=O)C1CC(=O)Nc1ccccc1` (stereo unspecified) gave TAG inh 10 and TAG inh DAPI viability -13.
CCCC(=O)N1CCN(c2ccc(NC(=O)c3ccco3)cc2)CC1 was read as TAG inh -27 and TAG inh DAPI viability 10.
CCn1cc(C(=O)NCc2ccc(C)o2)c2cc(OC)c(OC)cc2c1=O was read as TAG inh 1 and TAG inh DAPI viability 7.
For Fc1ccccc1CSc1ncn[nH]1 the results were TAG inh -3 and TAG inh DAPI viability 0.
Cc1cc(C(=O)Oc2ccccc2C(=O)O)c(C)o1 was read as TAG inh -25 and TAG inh DAPI viability -1.
For COC(=O)CCCCCN1C(=O)NC(c2ccccc2)C(C(=O)OCc2ccccc2)=C1C (stereo unspecified) the results were TAG inh -16 and TAG inh DAPI viability 0.
`COC(=O)C1(Cc2cc(-c3ccc([N+](=O)[O-])cc3)no2)CCN(C(=O)OC(C)(C)C)CC1` gave TAG inh -5 and TAG inh DAPI viability -7.
Screening CCc1cccc(C)c1NC(=O)CO/N=C(\N)CC(=O)NC1CCCCC1 returned TAG inh -9 and TAG inh DAPI viability 6.
For CCOc1cccc(C(=O)Nc2cc(-c3nn4c(C)nnc4s3)ccc2C)c1 the results were TAG inh 14 and TAG inh DAPI viability -18.
Screening O=C(OCc1nc2ccccc2s1)c1cccc(N2C(=O)CCC2=O)c1 returned TAG inh 0 and TAG inh DAPI viability -1.
Screening O=C(O)CSCc1ccc(C(=O)O)o1 returned TAG inh -4 and TAG inh DAPI viability -2.
For CCOC(=O)C1CCCN(C(=O)c2ccccc2NC(C)=O)C1 (stereo unspecified) the results were TAG inh -11 and TAG inh DAPI viability 0.
`CN(CC(=O)Nc1c(Cl)cccc1Cl)C(=O)c1ccccc1-c1nc2ccccc2s1` gave TAG inh 15 and TAG inh DAPI viability -11.
`C1=CC2CC1CC2CNCc1ccco1` (stereo unspecified) gave TAG inh 3 and TAG inh DAPI viability 0.
Screening COc1ccc(C2CC(=O)C=C(NCC3CCCO3)C2)cc1 (stereo unspecified) returned TAG inh -7 and TAG inh DAPI viability -8.
For COc1ccc(CN2C(=O)C(CC(=O)NCc3ccco3)CC(C(=O)N(C(C)C)C(C)C)=C2C)cc1 (stereo unspecified) the results were TAG inh -2 and TAG inh DAPI viability -2.
`CCCCCCc1cc2cc(S(=O)(=O)c3ccc(Cl)cc3)c(=O)oc2cc1O` gave TAG inh -15 and TAG inh DAPI viability 61.
CC(OC(=O)c1cc(Br)ccc1O)C(=O)NCc1ccc2c(c1)OCO2 (stereo unspecified) was read as TAG inh -16 and TAG inh DAPI viability 13.
For O=[N+]([O-])c1ccc(S(=O)(=O)Nc2ccc(-c3ccccc3)cc2)cc1 the results were TAG inh -1 and TAG inh DAPI viability 2.
For O=C(CC12CC3CC(CC(C3)C1)C2)NC(=S)NCc1ccco1 the results were TAG inh 16 and TAG inh DAPI viability 4.
For CCN1CCc2c(OCC(=O)N3N=C(c4cccs4)CC3c3ccc(F)cc3)cccc2C1=O (stereo unspecified) the results were TAG inh 7 and TAG inh DAPI viability 5.
For Cc1ccc(C)c(NC(=S)c2ccccn2)c1 the results were TAG inh 20 and TAG inh DAPI viability -39.
Screening CC1CCCCN1C(=O)COC(=O)CNC(=O)c1ccc(Cl)cc1Cl (stereo unspecified) returned TAG inh -16 and TAG inh DAPI viability 0.
`Cc1cc(C)n2nc(C(=O)NCC(=O)Nc3ccc(F)c(F)c3)nc2n1` gave TAG inh 3 and TAG inh DAPI viability 2.
Screening O=C(Nc1ccc(N2CCCC2)c(Cl)c1)c1ccc2c(c1)OCCO2 returned TAG inh 11 and TAG inh DAPI viability 15.
Screening Cc1cc(=O)n2nc(N3CCCC(C(=O)N4CCc5ccccc54)C3)sc2n1 (stereo unspecified) returned TAG inh 13 and TAG inh DAPI viability 8.
COc1ccc(S(=O)(=O)N2CCN(C(=O)C3CC(=O)N(c4ccccc4F)C3)CC2)cc1OC (stereo unspecified) was read as TAG inh -8 and TAG inh DAPI viability -2.
For CCC(=O)c1ccc(N2CCCC2)c(F)c1 the results were TAG inh -9 and TAG inh DAPI viability -4.
For O=C(CNCc1cccs1)Nc1ccc(N2CCCCCC2)cc1 the results were TAG inh -14 and TAG inh DAPI viability 14.
For COc1ccc(NC(=O)CSc2nnc(Cc3ccccc3)c(=O)n2N)cc1 the results were TAG inh 22 and TAG inh DAPI viability 1.
`COc1ccccc1C(c1nnnn1Cc1ccco1)N1CCN(c2cccc(C)c2C)CC1` (stereo unspecified) gave TAG inh 30 and TAG inh DAPI viability 5.
Screening Cc1cc2nnc(SCC(=O)NCc3ccco3)n2c2ccccc12 returned TAG inh 14 and TAG inh DAPI viability -5.
Screening CC(=O)N1N=C(c2ccccc2)CC1c1ccccc1 (stereo unspecified) returned TAG inh -11 and TAG inh DAPI viability -5.
COc1cc(OC)cc(-c2c(-c3ccc(F)cc3)c3cc(-c4ccc5c(c4)OCCO5)ccc3n2C)c1 was read as TAG inh -39 and TAG inh DAPI viability 85.
`COc1ccc(OC)c(C(=O)NC(CC(N)=O)c2ccc(NCC3CC3)c([N+](=O)[O-])c2)c1` (stereo unspecified) gave TAG inh -13 and TAG inh DAPI viability -3.
Screening CSC1=NCCN1C(=O)c1c(F)cccc1F returned TAG inh -17 and TAG inh DAPI viability 7.
For COCc1ccc(C(=O)N(C)CC2CCCN(CCc3ccc(Cl)cc3)C2)o1 (stereo unspecified) the results were TAG inh 6 and TAG inh DAPI viability 1.

In the list so far, these have fluorine.
CCOc1cc(N2CCOCC2)c(OCC)cc1NC(=O)COC(=O)/C=C/c1ccc(OC(F)F)cc1 was read as TAG inh 5 and TAG inh DAPI viability -4.
COC(=O)c1cn(NC(=O)Cc2c(F)cccc2Cl)c(=O)c2ccccc12 was read as TAG inh -2 and TAG inh DAPI viability -1.
O=S(=O)(N/N=C/c1ccc(Cl)cc1)c1ccc(Cc2ncc(C(F)(F)F)cc2Cl)s1 was read as TAG inh 2 and TAG inh DAPI viability -8.
For Fc1ccccc1CSc1ncn[nH]1 the results were TAG inh -3 and TAG inh DAPI viability 0.
For CCN1CCc2c(OCC(=O)N3N=C(c4cccs4)CC3c3ccc(F)cc3)cccc2C1=O (stereo unspecified) the results were TAG inh 7 and TAG inh DAPI viability 5.
`Cc1cc(C)n2nc(C(=O)NCC(=O)Nc3ccc(F)c(F)c3)nc2n1` gave TAG inh 3 and TAG inh DAPI viability 2.
COc1ccc(S(=O)(=O)N2CCN(C(=O)C3CC(=O)N(c4ccccc4F)C3)CC2)cc1OC (stereo unspecified) was read as TAG inh -8 and TAG inh DAPI viability -2.
For CCC(=O)c1ccc(N2CCCC2)c(F)c1 the results were TAG inh -9 and TAG inh DAPI viability -4.
COc1cc(OC)cc(-c2c(-c3ccc(F)cc3)c3cc(-c4ccc5c(c4)OCCO5)ccc3n2C)c1 was read as TAG inh -39 and TAG inh DAPI viability 85.
Screening CSC1=NCCN1C(=O)c1c(F)cccc1F returned TAG inh -17 and TAG inh DAPI viability 7.

The list is partial, so the mix of outcomes need not match the whole.
